# NR2E3 agonist = inhibitors of NR2E3-RetCOR corepressor binding, primary screen, NR2E3 agonist project, biochemical, TR-FRET, GST-NR2E3, biotin-RetCOR. AID 2300, 2010. inhibition of corepressor binding, % at 4.78 µM. 1536-well. hit rate 0.12% among 320,000. Photoreceptor-specific nuclear receptor (Homo sapiens), Q9Y5X4;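 active = percent inhibition above the cutoff of mean plus 3 SD of all tested compounds, set per screening campaign, cut at about 20% in these data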;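 note: 0% = DMSO wells and 100% = biotin wells as full block of FRET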
# Target sequence (Q9Y5X4 whole entry, looked up): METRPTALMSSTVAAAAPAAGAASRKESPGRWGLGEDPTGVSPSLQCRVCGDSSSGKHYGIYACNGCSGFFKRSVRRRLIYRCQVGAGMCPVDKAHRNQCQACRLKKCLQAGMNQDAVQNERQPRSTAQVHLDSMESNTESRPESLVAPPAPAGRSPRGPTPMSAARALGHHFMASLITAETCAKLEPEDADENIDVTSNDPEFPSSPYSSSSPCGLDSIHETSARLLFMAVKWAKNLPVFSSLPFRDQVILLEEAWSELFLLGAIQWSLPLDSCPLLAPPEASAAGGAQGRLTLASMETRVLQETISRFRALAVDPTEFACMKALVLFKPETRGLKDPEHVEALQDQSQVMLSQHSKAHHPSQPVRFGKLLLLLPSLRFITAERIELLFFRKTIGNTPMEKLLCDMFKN
#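 System: GST-tagged NR2E3 plus biotinylated RetCOR corepressor; Buffer or medium: pH 7.5 Tris-based buffer; Probe or stimulus: RetCOR corepressor, biotinylated, 7 nM; Doses: compound at 4.8 µM, single dose; Schedule: 5 h incubation at 4 °C; Technique: time-resolved FRET; Evaluation: percent inhibition of TR-FRET ratio; Replication: one well per compound, singlicate testing.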
# CaV13 FRET inh = Disruptors of the CACNA1D IQ motif to Ca2+-dependent inactivation inhibitor domain association, primary screening, Förster resonance energy transfer in intact living …. hit rate 0.098% among 340,000. inhibition, % at 12.3 µM. AID 743397. HEK cells, CFP/YFP FRET ICDI-IQ, plate reader, 10 min; percent FRET-ratio fall versus neutral wells;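 active = mean replicate inhibition of at least 30% and at least 1% of replicates passing that level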;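 note: 0% = median of the neutral control wells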
# Active calls of the source: *; · = not tested or not shown. A portion of the library, so the mix of outcomes need not match the whole.
SMILES,NR2E3 agonist,CaV13 FRET inh
Nc1[nH]c(C(=O)c2ccc(Br)cc2)c(-c2ccc(F)cc2)c1C(=O)NCCc1c[nH]c2ccccc12,·,-15.7
COc1ccc(OC)c(CN(CC(C)C)S(=O)(=O)c2ccccc2Br)c1,·,-4.3
Cc1noc(C)c1NC(=O)Nc1ccc2c(c1)C(=O)N([C@H](C)CO)C[C@H](C)[C@H](CN(C)Cc1ccncc1)OCCCC[C@@H](C)O2,·,-5.8
CC(=O)c1cccc(NC(=O)Nc2cnn(Cc3ccc(F)cc3)c2)c1,·,-7.9
OC(c1ccccc1)(c1ccccc1)C1CCN(CCCOc2ccncc2)CC1,·,-8.5
CCCCCCCCN1C(=O)[C@@H](CC(=O)NCCCOCCCC)C[C@@]2(C(=O)OC)C1=C[C@H](C1CCCC1)O[C@@H]2C,·,-4.2
Cc1ccc2oc(Nc3nc(-c4ccccc4)cc(=O)[nH]3)nc2c1,·,-5.1
COC(=O)[C@@]1(Cc2ccc(OC)cc2)[C@H]2c3cc(C(=O)N(C)C)n(C[C@H](O)CO)c3C[C@H]2CN1C(=O)c1ccccc1,0.9,-3.0
OCCc1ccccc1,5.7,-4.6
CC[C@H](C)[C@@H]1NC(=O)c2cc([N+](=O)[O-])cc(I)c2NCC[C@@H](C(N)=O)NC(=O)[C@H](CCCN=C(N)N)NC1=O,4.3,-6.9
COc1cc(-c2cc(C(=O)NN3CCN(C)CC3)c3ccccc3n2)cc(OC)c1OC,0.1,-2.5
Cc1ccc(C(=O)NC2=NCCS2)cc1,-5.4,-4.7
CC1CC(C)CN(C/C=C/c2ccccc2[N+](=O)[O-])C1 (centres undefined),0.0,-3.4
NC(=O)c1ccc(N=Nc2c(-c3ccccc3)[nH]n(-c3ccccc3)c2=O)cc1,4.4,-0.6
C[C@@H](C(=O)NCc1ccc(S(C)(=O)=O)cc1)[C@H]1C[C@]1(C)[C@H](NC(=O)OCc1ccccc1)c1ccccc1,2.0,-3.9
O=C1NC(Cc2ccccc2)c2nc3ccc(Cl)cc3c(=O)n2-c2cc(Cl)ccc21 (centres undefined),-1.5,-5.7
c1cc2c(cc1-c1csc(NNC3=NCCCCC3)n1)OCCO2,0.7,-5.5
NS(=O)(=O)c1ccc(NC(=O)C2COc3ccccc3O2)cc1 (centres undefined),-2.0,-3.9
N#Cc1cccc(NC(=O)COC(=O)c2ccc3c(=O)n4c(nc3c2)CCC4)c1,1.6,13.4
COC(=O)[C@@]1(Cc2ccc(F)cc2)[C@H]2c3cc(C(=O)N(C)C)n(Cc4ccccc4)c3C[C@H]2CN1C(=O)c1ccccc1,1.2,-5.8
Cc1noc(C)c1CCC(=O)N1CCCC(CCC(=O)NCc2ccccc2F)C1 (centres undefined),4.8,-3.9
CCn1c(O)c(C=Nc2ccccc2)sc1=S,1.1,-5.6
C=CCN=Cc1sc2ccc(OCC)cc2c1O,0.6,-1.8
Cc1ccc(OC(=O)c2ccc3nc(C)sc3c2)cc1,0.9,12.6
Cc1cccc(C(=O)NC2CCCc3ccccc32)c1 (centres undefined),2.7,-5.2

# Going on with the list:
SMILES,NR2E3 agonist,CaV13 FRET inh
Nc1c(O)ccc2c1C(=O)c1ccccc1C2=O,-33.4,-1.7
CC1=C(C(=O)OC(C)(C)C)C(c2ccc(Br)cc2)NC(=O)N1CCCC(=O)O (centres undefined),2.5,-9.2
N#Cc1ccc(C23CC4(C2)[C@H](CN(Cc2ccc(C(F)(F)F)cc2)[C@@H]4c2ccccc2)C3c2ccc(C(F)(F)F)cc2)cc1 (some centres undefined),-1.0,-6.2
CC12CN(C(=O)c3ccc([N+](=O)[O-])cc3)CC(C)(CN(C(=O)c3ccc([N+](=O)[O-])cc3)C1)C2=O,-1.5,-4.2
CCNc1nc(NCC)nc(Oc2ccc(OCc3ccccc3)nn2)n1,-1.4,6.1
COc1cccc(NC(=O)CN(C)C(=O)c2cc3c(s2)CCC3)c1,2.2,-14.2
O=C(c1cnn(C(=O)c2ccc(O)cc2)c1)c1ccccc1O,3.5,4.3
COc1ccc(NC(=O)COc2ccc(C)cc2)c([N+](=O)[O-])c1,-1.4,2.0
O=C(Nc1ccc2c(c1)OCO2)[C@@H]1[C@@H]2C(=O)N(C3CCCCC3)C(=O)[C@@H]2C2c3ccccc3C=CN21 (some centres undefined),-1.9,-3.4
CCOC(=O)C1=C(COc2ccccc2)NC(=O)NC1c1ccc2ccccc2c1 (centres undefined),-0.4,-9.4
COC(=O)c1ccc(C23CC4(C2)[C@H](CN(Cc2ccc(-c5ccccc5)cc2)[C@@H]4c2ccccc2)C3c2ccc(C(F)(F)F)cc2)cc1 (some centres undefined),0.6,-6.3
CCS(=O)(=O)Nc1cccc(-c2ccc3nnc(C)n3n2)c1,-1.4,-4.8
Cc1ccc(NC(=O)CN(C)Cc2c(O)ccc3ccccc23)cc1,-2.1,-5.2
COc1ccc(C(=O)c2c(-c3ccsc3)oc3ccc(-c4ccc(OC)cc4)cc23)cc1,2.9,-9.1
CN(C(=O)CSc1nc2c(cnn2-c2ccccc2)c(=O)[nH]1)C1CCS(=O)(=O)C1 (centres undefined),0.9,-4.0
Cc1ccc2c(=O)n3c(nc2c1)C(Cc1ccccc1)NC(=O)c1ccc(Cl)cc1-3 (centres undefined),7.9,-10.7
C#CCOCCOCCOCCNc1nc(N2CCN(C(=O)C([C@@H](C)CC)n3cc(C(N)COC(=O)C(F)(F)F)nn3)CC2)nc(N2CCN(C(=O)[C@H](CCC(=O)O)n3cc(C(N)CC(C)C)nn3)CC2)n1 (some centres undefined),4.1,-9.1
Cc1occc1-c1nnc(SCc2cc(=O)n3cc(Br)ccc3n2)n1C,-3.4,-3.2
COc1cc(OC)c(/C=N/NC(=O)c2ccc(Cn3nc([N+](=O)[O-])cc3C)cc2)c(OC)c1,-2.9,-19.3
CCOC(=O)C1=C(C)N(CCCCCC(=O)O)C(=O)NC1c1ccccc1OC(=O)c1cccs1 (centres undefined),2.4,-9.1
O=C(O)c1cccc(NCc2ccncc2)c1,-1.3,-6.7
O=C(CSc1nncn1-c1ccccc1)Nc1cccc(S(=O)(=O)N2CCCCC2)c1,-2.0,-4.8
FC(F)(F)c1ccc(C2[C@H]3CN(Cc4ccc(-c5ccccc5)cc4)[C@H](c4ccccc4)C34CC2(c2cccnc2)C4)cc1 (some centres undefined),-2.3,-4.1
COc1ccc(-c2[nH]nc3c2C(c2ccc(OC(=O)N4CCOCC4)cc2)C(C#N)=C(N)O3)cc1 (centres undefined),2.8,-4.6
Cc1ccc(-c2csc(NC(=O)CSc3nc(C)cc(=O)[nH]3)n2)cc1,3.9,-3.3

# Reformatted with two lines to a compound: part of the list above.
# Results follow in this order: NR2E3 agonist	CaV13 FRET inh
Nc1c(O)ccc2c1C(=O)c1ccccc1C2=O
    -33.4	-1.7
CC1CC(C)CN(C/C=C/c2ccccc2[N+](=O)[O-])C1 (centres undefined)
    0.0	-3.4
CCNc1nc(NCC)nc(Oc2ccc(OCc3ccccc3)nn2)n1
    -1.4	6.1
COc1ccc(C(=O)c2c(-c3ccsc3)oc3ccc(-c4ccc(OC)cc4)cc23)cc1
    2.9	-9.1
COc1cc(OC)c(/C=N/NC(=O)c2ccc(Cn3nc([N+](=O)[O-])cc3C)cc2)c(OC)c1
    -2.9	-19.3

# Carrying on.
SMILES,NR2E3 agonist,CaV13 FRET inh
Cc1cc(C(=O)CCl)c(C)n1-c1cccc(S(=O)(=O)N2CCOCC2)c1,-1.5,2.4
C/C(=N\Nc1nc(C(=O)O)cs1)c1ccccc1,-1.3,-3.9
CCCn1nc(-c2ccccc2)c2nc3ccccc3nc21,0.5,-12.2
C[C@@H](Oc1ccccc1)c1nnn(Cc2ccccc2)c1-c1c([C@@H](C)Oc2ccccc2)nnn1Cc1ccccc1,-0.5,-0.9
CC(C)CC1NC(=O)c2ccccc2-n2c1nc1ccc(F)cc1c2=O (centres undefined),-2.0,-10.9
O=C1C2N=NN(CC(=O)N3N=C(c4ccccc4)CC3c3ccc([N+](=O)[O-])cc3)C2C(=O)N1c1ccccc1 (centres undefined),-2.7,-3.0
COc1cc(-c2ccc(NC(=O)NC3CC3)c(OC)c2)ccc1NC(=O)NC1CC1,-4.7,-4.3
CC(=O)Nc1ccc2c(c1)OCCOCCOc1cc(NC(C)=O)ccc1OCCOCCOCCO2,-2.2,-7.1
N#CCC(=O)N/N=C/c1cc(-c2ccccc2)n(-c2ccc(Cl)cc2)c1-c1ccccc1,-1.0,-2.4
N/C(=N\OC(=O)COc1cc(Cl)c(Cl)cc1Cl)c1ccncc1,4.3,-5.7
O=C1NC(NS(=O)(=O)c2ccc(Cl)cc2)(C(F)(F)F)C(=O)N1CCc1ccccc1 (centres undefined),1.2,-2.0
Cn1c(CNC(=O)c2ccccc2F)nnc1SCc1nc2ccccc2c(=O)[nH]1,-7.8,-5.3
COc1ccccc1N1C(=O)[C@@H]2[C@H](C1=O)[C@H](C(=O)c1ccc(OC(C)=O)cc1)N1N=CC=C[C@@H]21,-0.7,-2.6
NC(=O)CC[C@@H]1NC(=O)[C@H](CO)NC(=O)c2cc([N+](=O)[O-])cc(I)c2NCCC[C@@H](C(N)=O)NC(=O)[C@H](Cc2ccc(O)cc2)NC1=O,3.0,-6.4
COc1cc(-c2nnco2)cc(OC)c1OC,-2.8,-3.7
Cc1ccnc(NS(=O)(=O)c2ccc(C(C)(C)C)cc2)c1,2.4,14.8
CC(Sc1nnc(-c2cccnc2)n1-c1ccccc1F)C(=O)N1CCCc2ccccc21 (centres undefined),0.3,-1.7
Cc1cc(C)nc(OC(=O)c2ccc(Cl)cc2Cl)n1,-3.9,-3.8
CC(=O)Oc1ccc(Cl)cc1/C=C/c1cc(OC(C)=O)c2ccccc2n1,0.9,-6.5
O=C(Nc1ccccc1)Nc1scc2c1c(=O)oc1ccccc12,-1.0,-11.8
Oc1ccc(Br)cc1/C=N/Nc1nc(N2CCCCC2)nc(N2CCOCC2)n1,5.0,0.8
Cc1ccc2nc(-c3ccc(NC(=O)CN(C)S(=O)(=O)c4ccccc4)cc3)sc2c1,2.4,-5.9
Cn1c(SCC(=O)NNC(=O)Nc2ccc(Cl)cc2)nnc1-c1ccccc1,2.7,-13.3
COc1ccc(N2CCN(C(=O)COc3ccccc3)CC2)cc1,-0.8,-6.7
CC(C)NC(=O)c1ccc(-n2c(=S)[nH]c3ccccc3c2=O)cc1,-3.0,3.3
COc1ccc(Nc2nc(-c3cccs3)cs2)cc1,3.0,-4.2
O=C(O)c1ccc(/C=N/NC(=O)C2CC2(c2ccccc2)c2ccccc2)cc1 (centres undefined),0.3,-4.7
CCN(CC)CCSc1nc2ccccc2c(=S)n1-c1ccccc1,2.0,3.4
Cc1cccc(NC(=O)Cn2c(=O)n(CCc3c[nH]c4ccccc34)c(=O)c3cccnc32)c1,0.1,-6.1
CCN(CC)c1ccc2cc(-c3nc(-c4ccc(OC)cc4)cs3)c(=O)oc2c1,0.8,-18.2

# A run of entries from the list above, as a working copy:
SMILES,NR2E3 agonist,CaV13 FRET inh
COc1ccc(Nc2nc(-c3cccs3)cs2)cc1,3.0,-4.2
O=C(O)c1ccc(/C=N/NC(=O)C2CC2(c2ccccc2)c2ccccc2)cc1 (centres undefined),0.3,-4.7
CCN(CC)CCSc1nc2ccccc2c(=S)n1-c1ccccc1,2.0,3.4
Cc1cccc(NC(=O)Cn2c(=O)n(CCc3c[nH]c4ccccc34)c(=O)c3cccnc32)c1,0.1,-6.1
CCN(CC)c1ccc2cc(-c3nc(-c4ccc(OC)cc4)cs3)c(=O)oc2c1,0.8,-18.2

# Assay outcomes as filed in PubChem.
